Compound activity (PubChem BioAssay)
KB-V1 cytotox: kills drug-selected multidrug resistant KB-V1 cells. KB-V1 MDR cells viability, CellTiter-Glo, 72 h. Potency, µM (top dose mostly 46.1 µM), for the others: at the top dose activity change, negative = cytotoxicity, actives largely listed as cytotoxic. hit rate 3.4% among 400,000. AID 1347076; note: potency is the fitted concentration of half-maximal effect; % is set by controls: 0 for no effect and ±100 for the full control effect; nearly all actives have a fitted effect of over 60% in size
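KB-V1 MDR subline cells in DMEM (phenol-red free, 10% FBS) exposed to compounds in qHTS concentration series for 72 h at 37 degrees C. Viability read by CellTiter-Glo luminescence; concentration-effect curves fitted after normalization and correction.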
D3 antag: D3 dopamine receptor (human) antagonism; D3R cells, DiscoveRx beta-arrestin luminescence, antagonist mode; hits give low values; max response, negative = inhibition, %; P35462; hit rate 2.5% among 360,000; AID 652054; in the data active = max response below about -50%; inconclusive = no clear call, values can overlap the other calls; note: % is set by controls: 0 for no effect and ±100 for the full control effect; mostly tested at two doses, the higher about 12 µM
Target sequence (P35462 whole entry, looked up): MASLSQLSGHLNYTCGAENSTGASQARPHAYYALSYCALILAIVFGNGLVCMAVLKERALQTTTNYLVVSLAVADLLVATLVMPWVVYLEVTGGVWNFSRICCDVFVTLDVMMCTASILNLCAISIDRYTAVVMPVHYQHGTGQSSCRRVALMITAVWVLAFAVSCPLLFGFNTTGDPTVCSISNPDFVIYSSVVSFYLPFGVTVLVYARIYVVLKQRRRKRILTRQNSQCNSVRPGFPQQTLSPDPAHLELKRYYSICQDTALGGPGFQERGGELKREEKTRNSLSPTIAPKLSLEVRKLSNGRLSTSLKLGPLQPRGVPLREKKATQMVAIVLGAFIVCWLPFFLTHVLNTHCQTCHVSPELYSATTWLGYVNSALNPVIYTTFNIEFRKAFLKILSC
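Cells expressing the human receptor were seeded at 1500 cells/well, incubated overnight at 37 degrees C in 5% CO2, then exposed to library compounds with dopamine controls for 90 minutes at 37 degrees C before luminescent detection.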
HT1080 IDH1KD tx: toxicity to HT-1080 IDH1 knockdown cells (counter line) | HT-1080 IDH1 knockdown viability, ATP luminescence, 48 h | Potency, µM (top dose mostly 46.1 µM), without a hit: top-dose activity, negative = toxicity, usual class: cytotoxic | hit rate 2% among 360,000 | AID 686971;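 note: potency is the fitted concentration of half-maximal effect; 0% = DMSO wells and -100% = cell-free medium wells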
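CellTiter-Glo luminescence after 48 h compound exposure at 37 degrees C of IDH1-knockdown HT-1080 cells in 5% FBS RPMI. %Activity scaled between DMSO wells and cell-free media wells, with curves fitted and assigned curve classes.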
KB-3-1 cytotox: KB-3-1 parental cell cytotoxicity; KB-3-1 viability, CellTiter-Glo ATP luminescence, 72 h; Potency, µM (highest dose often 46.1 µM), for inactives: at the highest dose activity change, negative = cytotoxic, usual class: cytotoxic; hit rate 1.4% among 400,000; note: potency is the fitted concentration of half-maximal effect; % is set by controls: 0 for no effect and ±100 for the full control effect; nearly all actives have a fitted effect of over 60% in size
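Screening of KB-3-1 cells (DMEM, 10% FBS, phenol-red free) ran from lowest to highest compound concentration; after 72 h at 37 °C viability was read luminescently and curves fitted.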
D3 ag: D3 dopamine receptor (human) agonism; P35462; D3R DiscoveRx beta-arrestin cells, luminescence, 90 min; max activation, %; hit rate 0.58% among 410,000; in the data active = max activation above about 30%; note: 0% is about no effect; mostly tested at two doses, the higher about 12 µM
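Cells at 1500/well, incubated overnight, then treated with pinned compounds (dopamine as control) for 90 min at 37 degrees C. DiscoveRx reagent added for 30 - 60 minutes at room temperature; luminescence read.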
SW480 rerep: induces DNA re-replication in SW480 colon adenocarcinoma cells; SW480 DNA re-replication, Hoechst DNA content imaging, 48 h; Potency, µM (series often up to 46.1 µM), for inactives: at the highest dose re-replication activation, actives largely listed as activators; hit rate 1.8% among 340,000; note: potency is the fitted concentration of half-maximal effect; % of control where 0% means no effect; nearly all actives have a fitted effect of over 55% in size
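First, 250 cells per well were seeded. Next, compound or vehicle (23 nL) was pinned in, plates sat 48 hr at 37 C. Finally Hoechst was added for 40 min before fluorescence scanning.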
HT1080NT lethal: kills 2HG-producing HT-1080-NT fibrosarcoma cells; hit rate 1.6% among 360,000; Potency, µM (doses to about 46.1 µM), for inactives: at the highest dose activity, negative = less viability, actives largely listed as cytotoxic; HT-1080-NT fibrosarcoma viability, CellTiter-Glo ATP luminescence, 48 h;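 note: NT is the 2HG producing partner of a matched IDH1 knockdown line; potency is the fitted concentration of half-maximal effect; 0% = DMSO-treated cells and -100% = media-only wells without cells; nearly all actives have a fitted effect of over 55% in size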
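Read-out is CellTiter-Glo luminescence after 10 minutes at room temperature, following 48 hours' compound treatment of HT-1080-NT cells (750 cells/well, RPMI, 5% FBS, 37 degrees C).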
GLP1R ag: GLP-1 receptor (human) agonism. P43220. HEK293 GLP-1R CRE-luciferase, luminescence, 4-6 h; cells express a hypersensitive GLP-1R form. Potency, µM (titrated, usually from 45.6 µM), for the others: at the highest dose activation, hits mostly activators. hit rate 0.007% among 380,000; note: potency is the fitted concentration of half-maximal effect; % of control where 0% means no effect
Target sequence (P43220 whole entry, looked up): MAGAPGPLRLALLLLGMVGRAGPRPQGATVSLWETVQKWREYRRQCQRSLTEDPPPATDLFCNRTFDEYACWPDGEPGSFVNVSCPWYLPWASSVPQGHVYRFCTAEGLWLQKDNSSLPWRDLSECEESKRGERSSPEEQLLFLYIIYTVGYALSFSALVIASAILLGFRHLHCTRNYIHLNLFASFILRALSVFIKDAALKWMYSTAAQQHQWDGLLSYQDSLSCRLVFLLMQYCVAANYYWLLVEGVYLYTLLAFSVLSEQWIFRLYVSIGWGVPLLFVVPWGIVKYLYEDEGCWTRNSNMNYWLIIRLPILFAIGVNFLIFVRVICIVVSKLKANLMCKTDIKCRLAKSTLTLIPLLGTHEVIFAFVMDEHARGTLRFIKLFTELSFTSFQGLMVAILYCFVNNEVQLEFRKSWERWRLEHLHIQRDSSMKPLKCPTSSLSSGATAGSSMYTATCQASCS
IL-1B inflam inh: inhibitors of inflammasome signaling (IL-1 beta secretion) | activity change, % at 57.5 µM | THP-1 LPS/ATP IL-1B secretion, AlphaLISA, 16 h; hits give low values | hit rate 4.7% among 360,000; in the data active = activity change below about -50%; inconclusive = mostly about -30% to -49%; note: % is set by controls: 0 for no effect and ±100 for the full control effect
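Secreted IL-1B measured by AlphaLISA bead assay after 16 h compound exposure of THP-1 cells; compounds (final up to 57.5 uM) added 1 h before LPS (250 ng/mL) and ATP (1.25 mM) stimulation; lower signal means less secretion.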
Numbers without * were called inactive; ? = inconclusive; . = not tested or not shown; [ ] = another dose, or the depositor's remark. Unless noted, calls come from the whole dose curve; as a rule, active = well fitted curve in the direction sought with a large enough effect; inconclusive = small, poorly fitted or top-dose-only effect, or another doubt; inactive = no such curve, though single readings can be large; an effect the other way counts as inactive or inconclusive. Compounds were not picked by outcome. Share with any hit: about 12%.

Structure,IL-1B inflam inh,SW480 rerep,D3 antag,D3 ag,KB-3-1 cytotox,KB-V1 cytotox,GLP1R ag,HT1080 IDH1KD tx,HT1080NT lethal
Cc1ccc(S(=O)(=O)N2CCCCC2)cc1NC(=O)COC(=O)C1(C)CC1(Cl)Cl (stereo not drawn),7.6,-10.0%,28.8,9.4,12.5%,0.0%,9.6%,-0.8%,4.2%
CCOC(=O)CCSc1nc(N2CCOCC2)c2c(c1C#N)CC(C)(C)OC2,23.1,-31.2%[inhibitor],7.2,3.3,2.3%,5.4%,12.1%,16.3%,21.7%
Cc1c(NC(=O)c2ccc(S(=O)(=O)N(C)C)cc2)cccc1-n1cnnn1,-3.4,-3.0%,10.9,1.5,4.1%,?,-5.5%,7.5%,14.9%
COc1ccc(S(N)(=O)=O)cc1C(=O)NC1CCCc2ccccc21 (stereo not drawn),-16.5,-6.6%,5.0,-0.3,-4.0%,10.9%,9.9%,4.6%,16.6%
O=C(Cc1ccccc1[N+](=O)[O-])NCCCN1CCOCC1,-5.0,0.0%,-3.6,4.9,12.2%,-4.1%,1.7%,18.8%,20.1%
CSc1ccc(C#N)cc1NC(=O)c1ccc(Cl)cc1,17.9,-1.2%,23.2,2.2,8.8%,-0.4%,-14.7%,-15.2%,-1.2%
COc1ccc(N2C(=O)CC(Sc3ncn[nH]3)C2=O)c(OC)c1 (stereo not drawn),-17.0,7.31µM*,39.9,8.4,-10.5%,-2.7%,3.5%,10µM*,?
Cc1[nH]c2ccccc2c1C(=O)C(C)OC(=O)c1ccccc1NCCO (stereo not drawn),-8.1,11.4%,16.5,0.9,-4.6%,23.1%,8.6%,-10.8%,-19.4%
O=C(Nc1ccccn1)C(F)(F)C(F)(F)C(F)(F)C(F)(F)C(=O)Nc1ccccn1,38.0,-37.9%[inhibitor],0.0,5.4,6.7%,-20.7%,-1.9%,23.9%,6.1%
Cc1c(C(=O)Nc2ccc(Oc3ccccc3)cc2)sc2nc3n(c(=O)c12)CCC3,-14.4,4.6%,-23.2,15.6,-25.4%,3.0%,-1.6%,-27.0%,-20.7%
COc1ccc(CCNC(=O)CSCC(=O)Nc2ccccc2)cc1OC,29.4,-8.6%,-18.6,-5.2,3.5%,-0.4%,7.9%,-2.1%,-2.5%
CN(C)S(=O)(=O)c1cc(C(=O)NCCCn2ccc3ccccc32)ccc1Cl,13.9,0.2%,-19.1,0.4,-5.0%,?,5.4%,-3.2%,-1.8%
Nc1cc(=O)[nH]c(=O)n1-c1ccc(Cl)cc1,7.4,-13.1%,-0.3,-6.2,0.3%,21.0%,-1.2%,0.6%,0.1%
C[N+]1(CC(=O)OC2CCCCCCCCCCC2)CCCC1,-6.5,-0.6%,4.6,1.0,?,3.6%,0.8%,?,?
Nc1ccn([C@@H]2O[C@H](C(=O)N(CCC3=CCCCC3)CC3CC3)[C@@H](O)[C@H]2O)c(=O)n1,-10.7,.,-29.2,40.2*,-0.7%,?,9.5%,12.2%,4.2%

Overlap with the part before: 4 entries, followed by the next part.
Structure,IL-1B inflam inh,SW480 rerep,D3 antag,D3 ag,KB-3-1 cytotox,KB-V1 cytotox,GLP1R ag,HT1080 IDH1KD tx,HT1080NT lethal
CN(C)S(=O)(=O)c1cc(C(=O)NCCCn2ccc3ccccc32)ccc1Cl,13.9,0.2%,-19.1,0.4,-5.0%,?,5.4%,-3.2%,-1.8%
Nc1cc(=O)[nH]c(=O)n1-c1ccc(Cl)cc1,7.4,-13.1%,-0.3,-6.2,0.3%,21.0%,-1.2%,0.6%,0.1%
C[N+]1(CC(=O)OC2CCCCCCCCCCC2)CCCC1,-6.5,-0.6%,4.6,1.0,?,3.6%,0.8%,?,?
Nc1ccn([C@@H]2O[C@H](C(=O)N(CCC3=CCCCC3)CC3CC3)[C@@H](O)[C@H]2O)c(=O)n1,-10.7,.,-29.2,40.2*,-0.7%,?,9.5%,12.2%,4.2%
COc1ccc(NC(=O)c2cnc[nH]2)cc1,.,.,.,-7.0,?,-7.2%,2.3%,.,.
COc1ccc(-c2noc(CN(C)S(=O)(=O)c3ccccc3)n2)cc1OC,-10.0,-0.5%,?,7.7,-21.9%,?,2.4%,23.7%,10.0%
Cn1nnnc1Sc1ncnc2scc(-c3ccc(-c4ccccc4)cc3)c12,.,?,.,.,14.6µM*,?,12.4%,.,.
COc1ccccc1/C=C(/C(=O)OCC(=O)NCc1ccccc1)c1ccccc1,21.3,20.3%,9.5,7.8,17.0%,1.1%,17.0%,6.7%,3.4%
Cc1ccc(C)c(NC(=O)CN(C)C(=O)c2cc([N+](=O)[O-])ccc2N2CCOCC2)c1,-3.1,2.7%,-7.5,12.7,12.0%,-8.6%,2.0%,13.7%,16.0%
O=S(=O)(c1cccs1)N1CCN(Cc2nc3ccccc3s2)CC1,17.0,6.1%,19.8,-1.0,-22.1%,23.1µM*,10.8%,-8.7%,-9.2%
O=S(=O)(c1ccc2c(c1)OCCO2)C1CCC(S(=O)(=O)c2c(F)cccc2F)CC1 (stereo not drawn),.,-0.9%,.,.,-7.2%,-13.2%,-0.6%,.,.
O=C(CS(=O)CC(=O)N(c1cccc(F)c1)C(C(=O)NC1CCCCC1)c1ccco1)Nc1ccc(F)cc1 (stereo not drawn),-8.9,1.8%,4.2,3.5,15.6%,-4.3%,-4.5%,?,-26.4%
NC(=O)COC(=O)CNC(=O)c1cc(Cl)cc([N+](=O)[O-])c1,11.7,-3.7%,-8.2,2.8,-3.7%,16.7%,4.1%,23.5%,23.8%
Nc1ccccc1N1CCOCC1,13.2,-8.5%,15.2,1.2,10.2%,1.3%,-5.2%,5.3%,13.3%
COc1ccc(NC(=O)CCNS(=O)(=O)c2cc(Br)ccc2Br)cc1S(N)(=O)=O,13.0,-7.1%,-7.5,-7.6,-5.3%,27.0%,-0.1%,8.9%,1.8%
O=C(Nc1ccccn1)c1ccc(Cl)c(S(=O)(=O)N2CCCC2)c1,-9.8,-326.2%[inhibitor],1.4,11.7,1.2%,?,11.7%,-4.1%,-0.8%
Cc1cccc(NS(=O)(=O)c2ccc(C(=O)NCC(c3ccco3)N(C)C)cc2)c1C (stereo not drawn),-9.7,-0.6%,-11.5,-8.6,8.7%,?,0.1%,-3.2%,-0.5%
CCOc1ccc2c(c1)C(c1ccc(C)o1)=NNC(c1ccncc1)=N2,-9.9,?,-4.5,-1.2,3.8%,16.9%,19.2%,-2.4%,-3.3%
C/C(=N\NC(=O)c1ccc(Br)cc1)c1cccnc1,-13.7,-10.4%,?,-13.9,1.4%,0.0%,-0.4%,-0.3%,-10.2%
CCCS(=O)(=O)NC(=O)C1(C)CCCN(C(=O)c2nc3ccccc3s2)C1 (stereo not drawn),0.0,.,12.9,7.0,0.0%,-24.3%,-1.1%,4.8%,-4.9%
C=CC(=O)NC(C)(C)CCN1CCOCC1,0.0,-1.6%,-3.3,3.4,-11.7%,3.7%,0.5%,24.1%,24.1%
COCCCNC(=O)CC1C[C@H](C(=O)N2CCCCC2)[C@@]2(C)c3[nH]c4ccc(OC)cc4c3CCN2C1=O (stereo partly drawn),4.0,-17.7%,-9.7,-4.4,5.3%,7.9%,-1.4%,12.5%,10.8%
Cn1cccc1C(=O)NC(=O)COC(=O)c1ccccc1O,-28.9,-2.5%,10.1,-1.2,0.5%,2.5%,5.9%,10.3%,6.9%
CCCOc1ccc(/C=C/C(=O)OCC(=O)N(C)c2c(N)n(Cc3ccccc3)c(=O)[nH]c2=O)cc1OCC,4.8,?,-2.5,-0.2,-15.4%,-4.5%,-1.5%,-2.7%,1.6%
COc1cccc(-c2nnc(NC(=O)c3ccco3)s2)c1,-6.8,-5.6%,0.6,1.3,0.9%,2.4%,5.0%,13.4%,16.5%
CCCCC(=O)NC(=S)NNS(=O)(=O)c1ccccc1,-1.7,-1.5%,-6.2,-3.5,13.1%,0.0%,8.3%,12.1%,11.3%
O=C(Nc1cccnc1)c1c(F)c(F)c(F)c(F)c1F,-18.4,0.9%,12.4,16.2,11.6%,0.8%,-12.7%,2.5%,0.9%
CC1(C)Oc2ccc(C(=O)N/N=C/c3ccc(O)cc3)cc2NC1=O,-6.4,-69.8%[inhibitor],-7.4,6.4,4.3%,?,7.6%,?,?
CN(CCCC1CCCC1)C(=O)CC1C(=O)NCCN1Cc1ccc(F)cc1 (stereo not drawn),-23.9,20.1%,5.7,-6.0,.,.,7.1%,-1.2%,-1.4%
Nc1ncnc2nc(SCCC(=O)O)[nH]c12,4.4,-3.7%,13.6,0.0,-0.8%,9.6%,-0.3%,?,6.8%
N#Cc1c(-c2ccccc2)c(-c2ccccc2)nn(CC(=O)NNC(=O)Nc2ccc(Cl)cc2)c1=O,.,?,-22.7,-14.3,18.4µM*,0.0%,5.0%,5.8µM*,6.51µM*
O=C(Nc1ccc2oc(-c3ccccc3)nc2c1)c1cccnc1,-21.8,-1.5%,0.5,0.2,0.1%,2.2%,7.9%,-1.1%,0.8%
CCCCCCNC(=O)O[C@H]1C[C@@H]2C(=O)N(c3ccccc3)C(=O)[C@@H]2[C@@H]2CN(S(=O)(=O)c3ccc(C)cc3)C[C@]12O,24.4,.,-12.0,-14.5,24.8%,14.1%,-5.5%,-2.2%,-6.8%
COc1cc(NC(=S)NCc2ccco2)cc(OC)c1OC,26.6,-0.5%,13.7,4.2,3.8%,3.9%,8.2%,14.4%,18.0%
